Compound activity: PubChem BioAssay, Sanford-Burnham Center for Chemical Genomics
NR3A LBD binder = binders of NR3A ligand-binding domain, primary screen, biophysical, differential scanning fluorimetry, uHTS. AID 1259313, 2017. 2.5% of 340,000 active. NR3A LBD differential scanning fluorimetry, Tm shift; 0% = protein alone, 100% = glycine-bound protein. Tm shift relative to glycine control, % at 25 µM. Glutamate receptor ionotropic, NMDA 3A (GRIN3A) ligand-binding domain;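 active = melting temperature shift of at least 10% of the positive control shift, at one fixed dose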
HKDC1 inhibitor = HKDC1 hexokinase inhibitors, primary screen, biochemical, fluorescence, uHTS | 0.16% of 340,000 active | recombinant HKDC1, G6PDH/diaphorase resazurin coupled fluorescence | inhibition, % at 20 µM | Q2TB90;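 active = inhibition above about 35% when tested at 20 µM, limit read from the data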;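 also: plate controls were DMSO wells with enzyme for no effect and DMSO wells lacking enzyme for full effect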
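Assay system – recombinant HKDC1 (HK5) hexokinase enzyme, produced in-house · Input – HKDC1 at 5 µg/mL · Reagent – glucose plus 1 mM ATP as hexokinase substrates · Timing – 90 min reaction incubation at room temperature, dark · Measured by – G6PDH/diaphorase-coupled fluorescence, 1 mM NADP, 100 µM resazurin, 525/613 nm · Benchmarks – DMSO-enzyme wells negative, buffer-substituted wells positive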
ATG4B inh = ATG4B protease inhibitors, primary screen, biochemical, fluorescence, uHTS | inhibition, % at 8.33 µM | ATG4B cleavage of LC3-PLA2, NBD-HPC fluorescence, 1 h | 0.51% of 340,000 active; in the data active = inhibition above about 40%
PfGluPho inh = PfG6PD enzyme inhibitors, primary screen, biochemical, fluorescence intensity, uHTS; glucose-6-phosphate dehydrogenase-6-phosphogluconolactonase (Plasmodium falciparum 3D7); PfGluPho enzyme, NADPH resazurin-diaphorase fluorescence; inhibition, % at 20 µM; 0.78% of 350,000 active;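 active = inhibition reaching at least a set limit at 20 µM in the primary screen, cut at about 59% in these data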;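 also: 0% = DMSO wells with substrate and 100% = DMSO wells lacking glucose-6-phosphate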
SENP7 block = SENP7 protease inhibitors, primary screen, biochemical, luminescence, uHTS | AID 434973, 2010 | inhibition, % at 5 µM | 1.5% of 330,000 active | recombinant SENP7, Z-RLRGG-aminoluciferin luminescence, 40 min | Sentrin-specific protease 7 (Homo sapiens), Q9BQF6;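 active = inhibition above about 50% at the single test dose, limit read from the data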;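 also: plate controls were DMSO with enzyme for no effect and no enzyme buffer wells for full effect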
Target sequence (Q9BQF6 706-1050 limits assumed): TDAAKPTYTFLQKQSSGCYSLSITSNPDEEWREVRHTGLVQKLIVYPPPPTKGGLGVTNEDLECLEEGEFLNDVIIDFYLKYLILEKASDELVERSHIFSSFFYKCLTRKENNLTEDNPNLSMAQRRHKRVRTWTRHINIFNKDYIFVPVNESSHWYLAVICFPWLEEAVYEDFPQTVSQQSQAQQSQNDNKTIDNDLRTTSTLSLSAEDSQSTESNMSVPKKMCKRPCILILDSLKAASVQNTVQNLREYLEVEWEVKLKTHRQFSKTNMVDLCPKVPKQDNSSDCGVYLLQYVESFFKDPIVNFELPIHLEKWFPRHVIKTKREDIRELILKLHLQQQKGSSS
SENP6 block = SENP6 protease inhibitors, primary screen, biochemical, luminescence, uHTS. AID 2599, 2010. Sentrin-specific protease 6 (Homo sapiens), Q9GZR1. 1.8% of 330,000 active. inhibition, % at 10 µM. Recombinant SENP6 catalytic domain, aminoluciferin luminescence;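 active = inhibition above about 50% at the single tested dose, limit read from the data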;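 also: plate controls were DMSO wells with enzyme for no effect and DMSO wells lacking enzyme for full effect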
Target sequence (Q9GZR1 628-1112 limits assumed): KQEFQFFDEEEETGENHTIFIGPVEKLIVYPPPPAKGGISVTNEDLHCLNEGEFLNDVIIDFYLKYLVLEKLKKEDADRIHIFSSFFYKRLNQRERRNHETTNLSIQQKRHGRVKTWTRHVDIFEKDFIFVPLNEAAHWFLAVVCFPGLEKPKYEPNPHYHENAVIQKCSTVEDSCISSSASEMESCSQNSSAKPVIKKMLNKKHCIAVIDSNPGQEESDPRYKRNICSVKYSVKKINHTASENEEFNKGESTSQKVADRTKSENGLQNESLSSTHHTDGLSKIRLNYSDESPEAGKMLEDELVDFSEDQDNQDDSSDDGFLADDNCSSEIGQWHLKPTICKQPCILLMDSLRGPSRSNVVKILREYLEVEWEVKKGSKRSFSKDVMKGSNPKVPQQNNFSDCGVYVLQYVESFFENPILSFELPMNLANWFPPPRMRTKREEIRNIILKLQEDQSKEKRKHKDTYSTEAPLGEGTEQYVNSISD
MPTP block = mitochondrial permeability transition pore inhibitors, primary screen, biochemical, isolated mouse mitochondria, absorbance; 1.4% of 360,000 active; AID 602449, 2012; Ca2+ swelling absorbance, 30 min; inhibition, % at 10 µM;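 active = inhibition of 50% or more, scaled per plate between neutral and stimulator controls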;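 also: 0% = DMSO wells given calcium and 100% = 1 mM EGTA wells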
SENP8 inh = human SENP8 protease inhibitors, primary screen, biochemical, fluorescence, Nedd8 protein substrate, uHTS | Sentrin-specific protease 8 (Homo sapiens), Q96LD8 | recombinant SENP8 | inhibition, % at 20 µM | 0.64% of 360,000 active | AID 602440, 2012; in the data active = inhibition mostly above about 40%, no sharp cut-off; inactive = mostly below about 27%
Target sequence (Q96LD8 whole entry, looked up): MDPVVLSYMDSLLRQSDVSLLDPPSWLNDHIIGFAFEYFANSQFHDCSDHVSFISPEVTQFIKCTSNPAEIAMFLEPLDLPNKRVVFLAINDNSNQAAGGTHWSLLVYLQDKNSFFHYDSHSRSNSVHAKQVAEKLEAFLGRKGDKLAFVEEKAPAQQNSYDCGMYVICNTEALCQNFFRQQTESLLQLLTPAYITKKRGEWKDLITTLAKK
Starred values were filed as active, the others as inactive; . = no result given. Compounds as they come; 6.9% or so of the library scored in one or more.

SMILES | NR3A LBD binder | HKDC1 inhibitor | ATG4B inh | PfGluPho inh | SENP7 block | SENP6 block | MPTP block | SENP8 inh
O=C(COC(=O)CSCC(=O)N1CCCCC1)Nc1ccc(Cl)cc1 | 1 | -7 | -8 | -7 | 1 | -6 | 1.8 | 14
C=C(C)COc1ccc2c(C)c(CCC(=O)N3C[C@H]4C[C@@H](C3)c3cccc(=O)n3C4)c(=O)oc2c1 | -3 | 1 | -14 | 21 | -13 | -8 | -1.8 | -205
CCN(C(=O)COC(=O)C1=COCCO1)c1ccccc1 | -2 | -5 | 7 | 1 | -12 | -10 | -1.3 | 0
Cc1ccccc1-n1c(Cn2c(=O)sc3ccccc32)nnc1SCC(=O)Nc1nccs1 | -1 | -5 | 7 | 18 | -10 | 6 | -2.6 | 12
COc1cccc(CC2(CO)CCCN(Cc3cc4ccccc4[nH]3)C2)c1 (configuration not stated) | -2 | -4 | -20 | 12 | 0 | -2 | 7.5 | -35
CCCCCCC(=O)Nc1nc(C)c(-c2csc(Nc3cc(Cl)ccc3OC)n2)s1 | 1 | 5 | -3 | 13 | 14 | 7 | -0.8 | -54
Cn1cccc1C(=O)OCC(=O)N1c2ccccc2NC(=O)C1(C)C | 0 | -8 | -6 | 0 | 6 | -21 | 0.6 | 0
O=C1CC(N2CCC(O)(c3ccc(Cl)cc3)CC2)C(=O)N1 (configuration not stated) | 0 | -5 | 1 | 5 | 12 | -22 | -0.3 | 32
COc1cc(/C=N/NS(=O)(=O)c2ccccc2)c(OC)c(OC)c1 | -2 | -4 | -4 | 11 | -8 | -30 | -0.4 | -3
O=C(O)c1ccc(C2CCCCC2)cn1 | 2 | 2 | -5 | -3 | 13 | 0 | -2.1 | 10
CCC(C)OC(=O)c1cc(C)nc2c(Br)cc(Br)cc12 (configuration not stated) | 1 | -11 | 3 | -10 | -4 | -13 | -0.8 | 13
CC1(C)C(=O)Nc2ccccc2N1C(=O)COC(=O)c1cccc(O)c1 | 0 | -5 | -9 | 1 | -7 | -2 | 1.1 | -6
CC(Oc1ccc(Cl)cc1Cl)C(=O)N(C)c1ccccc1 (configuration not stated) | -1 | -8 | -16 | 2 | -1 | 2 | 1.2 | 5
CC1(C)Cc2c(ccc3ccccc23)-c2nnc(-c3cccnc3)n21 | -1 | -9 | -17 | 15 | -11 | -9 | 1.1 | 11
COCc1c(C(=O)N/N=C\c2cccs2)nnn1-c1nonc1N | -17 | -6 | -5 | 0 | 6 | -4 | -0.7 | -2
CC1=CN2C(=NC(=O)CC2(C)C(=O)N(CC(=O)NC2CCCC2)c2ccccc2C)C=C1 (configuration not stated) | 2 | -2 | -3 | 0 | 14 | -2 | 1.0 | -330
COc1ccccc1NC(=O)CCC(=O)N1CC(C)Oc2ccc(C)cc21 (configuration not stated) | 0 | -6 | -14 | -8 | -3 | -4 | -0.5 | 20
O=C1[C@@H]2Cc3c([nH]c4ccccc34)CN2C(=O)CN1CCCCCO | -1 | 1 | -3 | -15 | 7 | 1 | 0.0 | 7
COCC1=C(C(=O)OC(C)OC(=O)OC(C)C)N2C(=O)[C@@H](NC(=O)/C(=N\OC)c3csc(N)n3)[C@H]2SC1 (some centres not stated) | -1 | -6 | 2 | 14 | -7 | 19 | -0.1 | 5
Cc1ccccc1N(Cc1cc(=O)[nH]c2ccccc12)C(=O)C(C)C | 1 | -5 | -1 | 5 | -3 | -18 | -0.6 | -7

5 entries picked at random from the list so far, as already listed:
SMILES | NR3A LBD binder | HKDC1 inhibitor | ATG4B inh | PfGluPho inh | SENP7 block | SENP6 block | MPTP block | SENP8 inh
CC1=CN2C(=NC(=O)CC2(C)C(=O)N(CC(=O)NC2CCCC2)c2ccccc2C)C=C1 (configuration not stated) | 2 | -2 | -3 | 0 | 14 | -2 | 1.0 | -330
CC1(C)Cc2c(ccc3ccccc23)-c2nnc(-c3cccnc3)n21 | -1 | -9 | -17 | 15 | -11 | -9 | 1.1 | 11
Cc1ccccc1-n1c(Cn2c(=O)sc3ccccc32)nnc1SCC(=O)Nc1nccs1 | -1 | -5 | 7 | 18 | -10 | 6 | -2.6 | 12
C=C(C)COc1ccc2c(C)c(CCC(=O)N3C[C@H]4C[C@@H](C3)c3cccc(=O)n3C4)c(=O)oc2c1 | -3 | 1 | -14 | 21 | -13 | -8 | -1.8 | -205
O=C1CC(N2CCC(O)(c3ccc(Cl)cc3)CC2)C(=O)N1 (configuration not stated) | 0 | -5 | 1 | 5 | 12 | -22 | -0.3 | 32

New compounds follow:
SMILES | NR3A LBD binder | HKDC1 inhibitor | ATG4B inh | PfGluPho inh | SENP7 block | SENP6 block | MPTP block | SENP8 inh
O=C(N/N=C/c1cccc([N+](=O)[O-])c1O)c1cccs1 | -37 | -9 | 5 | -39 | -2 | 12 | -1.9 | 37
CCOc1ccc(S(=O)(=O)N(C)c2ccc(OCC(=O)Nc3nc(-c4cc(OC)ccc4OC)cs3)cc2)cc1 | -4 | 7 | -7 | 8 | 3 | -7 | -2.0 | 13
O=[N+]([O-])c1ccc(/C=C/c2ccc3cccc(O)c3n2)cc1 | 1 | -5 | 7 | 0 | 53* | 45 | 2.3 | 22
Cc1ccc(-n2nnnc2SC(C(=O)c2c[nH]c3ccccc23)c2ccccc2)cc1 (configuration not stated) | -3 | -10 | 3 | -13 | -1 | 3 | 0.3 | 11
C=CCC[C@@H](Cc1ccc(F)cc1)C(=O)OCCNC(=O)[C@@H](CC=C)CC(=O)N[C@@H](CO)Cc1ccccc1 | 23* | -11 | 4 | -2 | 0 | 8 | -1.2 | 13
CCCCOCCCNC(=O)N[C@@H](CC(C)C)C(=O)O | 1 | -11 | -6 | -2 | -2 | 8 | -0.2 | 14
Cc1[nH]c2ccccc2c1CN1CCC(CO)(Cc2ccccc2)CC1 | -2 | -2 | 10 | -7 | 3 | 4 | -2.0 | 6
CCOc1ccc2oc(C(=O)NCC3CCCO3)c(C)c2c1 (configuration not stated) | -2 | -1 | -3 | -1 | 3 | -8 | -0.1 | -203
Oc1cccc(/C=N/Nc2cc(N3CCCC3)nc(N3CCCC3)n2)c1 | -11 | 20 | 2 | 42 | 51* | 57* | 10 | -27
Cc1cc(C(=O)CSc2nc(N)cc(N)n2)c(C)n1CCc1ccc(F)cc1 | -4 | 0 | -34 | 30 | 2 | -5 | 9.8 | -19
COc1ccccc1NC(=S)N1CCOCC1 | -1 | -8 | 0 | -9 | -3 | 1 | 0.1 | 11
CC1(C)CC2CC(C)(CN2S(=O)(=O)c2cccc(N)c2)C1 (configuration not stated) | 2 | 1 | 10 | 7 | -9 | -15 | 4.9 | -6
CC(/C=C(\NC(=O)c1ccccc1)C(=O)N=Nc1c(O)[nH]c2ccc(C)cc12)=C\c1ccccc1 | -4 | -2 | 0 | -26 | 3 | -8 | 1.3 | 51*
O=S(=O)(NCc1ccco1)c1ccc(S(=O)(=O)N2CCCCC2)cc1 | -1 | 4 | -10 | 6 | -5 | -12 | -0.2 | 11
O=C(Nc1cccc(C(=O)N2CCN(Cc3ccccc3)CC2)c1)c1ccccc1 | 1 | 1 | -7 | -10 | 2 | -7 | 1.5 | 19
CCOC(=O)N1CCN(C(c2ccc(F)cc2)c2sc3nc(C)nn3c2O)CC1 (configuration not stated) | -1 | -8 | 0 | -12 | 7 | 9 | -0.6 | 9
CCC(=O)c1cc(F)ccc1OCC(=O)N1CCN(c2ccc(F)cc2)CC1 | -1 | 18 | 2 | -18 | -13 | -4 | 1.6 | -5
Cc1ccc(S(=O)(=O)NC(C(=O)N2CCOCCOCCOCC2)c2ccccc2)cc1 (configuration not stated) | -1 | 2 | -3 | -5 | -2 | 2 | -0.5 | 17
C=CCNC(=O)CSc1nc2cc(C(=O)OCC)ccc2n1CC | 0 | -14 | -1 | 1 | 3 | -4 | -0.9 | 9
NC(=O)C1CCN(c2nc(-c3ccc(F)cc3)cs2)CC1 | 0 | -5 | 5 | -5 | -1 | 2 | 0.8 | -6
O=C(COc1ccc(Cl)cc1Cl)Nc1ccccn1 | 4 | -1 | 15 | 6 | 100* | -10 | 0.3 | 10
O=C(O)CCCC(=O)NCCCCc1ccccc1 | 0 | -10 | 18 | -6 | 10 | -4 | -1.6 | 3
COc1ccc(CCN(Cc2cc3cc(C)cc(C)c3nc2Cl)C(=O)C2CC2)cc1 | 2 | -4 | -9 | 11 | 0 | -6 | 3.5 | 4
COc1cccc2sc(=NC(=O)CS(=O)(=O)c3ccc(F)cc3)n(C)c12 | 3 | 20 | -22 | 19 | -9 | 5 | -1.1 | -231
N#Cc1cccc(S(=O)(=O)NCC(=O)OCC(=O)NCc2ccccc2)c1 | 0 | 1 | -2 | 4 | 12 | 9 | 0.1 | 5
O=C(CSc1ccc2nnc(CCNC(=O)c3ccccc3)n2n1)NCCc1ccccc1 | 2 | 5 | -11 | -3 | -6 | -5 | -1.1 | -34
COC(=O)c1ccc(C(=O)OC)c(NC(=O)CSc2n[nH]c(N)n2)c1 | 0 | -4 | -2 | 10 | 9 | 11 | -1.8 | -19
COc1ccccc1N1CCN(C(=O)CCc2ccccc2)CC1 | 0 | 0 | 8 | -21 | 13 | 9 | 1.1 | 12
O=C(CN1CCN(c2ccccn2)CC1)Nc1cccc(Br)c1 | 0 | -2 | -8 | 16 | -7 | 3 | 5.4 | 1
N#CCCN(/N=C/c1cccnc1)C1=NS(=O)(=O)c2ccccc21 | -4 | -2 | 0 | 1 | -5 | 8 | 1.0 | -18
O=C(CSc1nc2ccccc2o1)Nc1ccccc1N1CCCCCC1 | -2 | 4 | 29 | -3 | -9 | -4 | 12 | 28
CCCOCC(O)CC(Cc1ccccc1)C(=O)NN (configuration not stated) | 0 | -6 | -11 | -3 | 3 | 10 | 1.0 | 15
Cc1ccc(C)c(C2C(=O)c3ccccc3C2=O)c1 | 1 | -4 | 4 | -14 | -4 | -17 | -1.1 | 10
Nc1nncn1C(=O)CCc1ccccc1 | -7 | 8 | -3 | -21 | 2 | 4 | 1.0 | 24
CCOC(=O)c1cnn2c(C)cc(-c3ccc(F)cc3)nc12 | -1 | -6 | 0 | -9 | 11 | 6 | -2.4 | -437
Cc1cc(CN2CCOCC2)c(O)c(C2(C)CCCCC2)c1 | 0 | 1 | -2 | 14 | -5 | -8 | 29 | 1
O=C(N/N=C/c1ccc2c(c1)OCO2)c1cc(-c2ccc(F)cc2)nc2ccccc12 | 25* | 1 | -1 | 6 | 1 | 7 | 7.4 | -12
CSCCC(C(=O)OCC(=O)c1ccc(C)c(C)c1)N1C(=O)c2cc(Cl)c(Cl)cc2C1=O (configuration not stated) | -1 | -5 | -1 | -16 | 8 | 15 | -0.3 | 11
CN(Cc1ccccc1)S(=O)(=O)c1ccc(NC(=O)C2CCCCC2C(=O)O)cc1 (configuration not stated) | -1 | -3 | -3 | -34 | 6 | -11 | -0.1 | 19
O=C(c1cccn(Cc2cccc(Cl)c2)c1=O)N1CCOCC1 | -1 | -1 | 12 | 3 | 4 | -9 | 1.6 | 20
COc1cccc(CNC(=O)Cc2nc3nc(C)cc(C)n3n2)c1 | 2 | -13 | 0 | 10 | -4 | -4 | 0.2 | 11
O=C(C1CCCN(S(=O)(=O)c2ccc(F)cc2)C1)N1CCOCC1 (configuration not stated) | 26* | -6 | -2 | 6 | . | . | -1.0 | 6
Cc1ccc(CN2CCNC2=O)cc1 | -2 | -8 | -2 | 3 | 3 | 8 | 1.1 | 1
COc1ccc(C(=O)c2oc3ccccc3c2N)cc1 | -29 | -10 | -15 | -4 | 6 | -2 | 7.1 | -68
